Screening results deposited in PubChem BioAssay by several laboratories.
ABCG2 block: ABCG2 efflux pump inhibitors, primary screen, multiplex with ABCB1, IgMXP3 cells, flow cytometry. JC-1 efflux. actives 0.1% (n = 190,000). AID 1325, 2008. inhibition, % at 6.6 µM;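 active means inhibition above 80%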;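 further: 0% = DMSO and 100% = nicardipine control wells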
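Read-out basis: Efflux inhibition in percent versus controls | Test system: ABCG2 IgMXP3 and barcoded ABCB1 CCRF-Adr cell mix | Quantity: 3 million cells/mL in well | Schedule: 10 min at 25 °C | Control set: Nicardipine as high control, DMSO as low control | Reagent: JC-1 as fluorescent efflux pump substrate | Signal: Flow cytometry of retained JC-1 fluorescence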
Mcl1-Noxa inh: Mcl-1/Noxa binding inhibitors, primary screen, biochemical, TR-FRET, 1536-well. Induced myeloid leukemia cell differentiation protein Mcl-1 (Homo sapiens), Q07820. TR-FRET Mcl-1/Noxa peptide binding, 2 h. inhibition, % at 21.7 µM. actives 1.5% (n = 220,000). AID 1022, 2008;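 active means compounds that cut the protein-peptide binding signal by more than 50% relative to plate controls in a single-dose test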;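 further: His-tagged Mcl-1 with rhodamine Noxa BH3 peptide and terbium anti-His antibody; 0% = Mcl-1 plus Noxa peptide wells and 100% = peptide-only wells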
Target sequence (Q07820 whole entry, looked up): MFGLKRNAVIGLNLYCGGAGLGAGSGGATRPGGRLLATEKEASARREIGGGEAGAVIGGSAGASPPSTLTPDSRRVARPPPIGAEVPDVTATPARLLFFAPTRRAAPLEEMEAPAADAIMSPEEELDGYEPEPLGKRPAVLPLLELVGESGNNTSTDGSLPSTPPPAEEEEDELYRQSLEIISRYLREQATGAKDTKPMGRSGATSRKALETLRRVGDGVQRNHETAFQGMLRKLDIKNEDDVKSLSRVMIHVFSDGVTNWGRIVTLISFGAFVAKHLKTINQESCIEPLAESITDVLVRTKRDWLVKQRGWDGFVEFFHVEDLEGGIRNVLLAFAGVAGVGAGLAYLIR
Rab2 wt GTP: modulators of GTP binding to Rab2A wildtype, primary screen, biochemical, dog, bead-based flow cytometry, multiplex; actives 0.19% (n = 190,000); Ras-related protein Rab-2A (Canis lupus familiaris), P61105; GST-Rab2 wt beads, Bodipy-GTP binding; AID 760, 2007; GTP binding activity, % at 10 µM;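 active means GTP binding activity at least 20 points away from 100%, either lowered or raised; inconclusive means signal likely due to the compound's own green fluorescence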;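 further: 0% = beads with excess unlabeled GTP and 100% = no-compound control corrected for plate trend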
Cdc42 wt: modulators of GTP binding to wildtype Cdc42, primary screen, biochemical, multiplex bead flow cytometry, Bodipy-GTP. Cell division control protein 42 homolog (Homo sapiens), P60953. actives 0.2% (n = 190,000). percent activity (GTP binding), % at 10 µM. GST-Cdc42 beads; actives lie on both sides. AID 761, 2007;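 active means percent activity GTP binding at least 20 points away from the 100% baseline, either down as inhibitor or up as activator; inconclusive means compound flagged as likely green fluorescent from well-wide comparison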;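 further: median bead fluorescence of bound Bodipy-FL-GTP at 100 nM; 0% = excess unlabeled GTP control and 100% = no compound control; below 100% means less GTP binding so inhibitor and above means activator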
Target sequence (P60953 whole entry, looked up): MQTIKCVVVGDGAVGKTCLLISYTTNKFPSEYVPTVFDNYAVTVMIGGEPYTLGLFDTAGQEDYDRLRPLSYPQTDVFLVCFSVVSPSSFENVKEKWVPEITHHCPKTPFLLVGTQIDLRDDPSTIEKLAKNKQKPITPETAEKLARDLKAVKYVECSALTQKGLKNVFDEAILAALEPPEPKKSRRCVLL
Rac1 act GTP bind: GTP binding modulators of activated mutant Rac1, primary screen, biochemical, bead-based flow cytometry, multiplex, fluorescent GTP; GST-Rac1 activated beads; actives lie on both sides; 100% means binding = to untreated wells; percent activity (GTP binding), % at 10 µM; actives 0.11% (n = 190,000); AID 764, 2007;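 active means GTP binding at least 20 percentage points away from the 100% baseline, in either direction, so actives lie on both sides; inconclusive means Compound likely fluorescent itself, or too few beads counted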
ABCB1 inh: ABCB1 efflux pump inhibitors, primary screen, cell-based, multiplex, flow cytometry, ABCG2 counter-screen | actives 0.067% (n = 190,000) | CCRF-Adr cells, JC-1 efflux | ATP-dependent translocase ABCB1 (Homo sapiens), P08183 | inhibition, % at 6.6 µM; in the data active means inhibition above about 40%;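 further: 0% = vehicle and 100% = reference inhibitor; higher value means more JC-1 retained so stronger ABCB1 efflux block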
Pf gametocyte: late stage P. falciparum gametocyte viability inhibitors, primary screen, ATP luminescence, HTS. P. falciparum stage V gametocytes, 24 h. actives 0.065% (n = 150,000). inhibition, % at 10.9 µM;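 active means inhibition above the mean plus 3 SD of compounds within the control limits, set per campaign, cut at about 38% in these data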;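 further: 0% = DMSO wells and 100% = medium only without gametocytes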
Rab7 wt modul: modulators of GTP binding to Rab7, primary screen, biochemical, wildtype, multiplex bead flow cytometry | Rab7 GTPase wild type (dog), Bodipy-FL-GTP binding | GST-Rab7 beads, fluorescent GTP binding; actives lie on both sides; untreated = 100%, excess cold GTP = 0% | GTP binding activity (percent of control), % at 10 µM | actives 0.055% (n = 190,000) | AID 758, 2007;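 active means fluorescent GTP binding to Rab7 beads changed by at least 20 points from the 100% baseline, either direction, mostly lower; inconclusive means compound itself probably fluorescent, or too few beads counted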;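 further: median green fluorescence of bound Bodipy-FL-GTP per Rab7 bead population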
Rac1 wt modul: wildtype Rac1 GTP binding modulators, primary screen, biochemical, GST-Rac1 beads, flow cytometry, multiplex; Ras-related C3 botulinum toxin substrate 1 (Homo sapiens), P63000; fluorescent GTP binding; actives lie on both sides; 0 = cold GTP competed, 100 = untreated; actives 0.27% (n = 190,000); GTP binding activity (% of control), % at 10 µM; AID 757, 2007;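 active means GTP binding activity at least 20 points away from the 100% control level, either lower or higher; inconclusive means compound flagged as likely green fluorescent, judged across all proteins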
Avidin bead fluor: green autofluorescence of compounds with avidin beads – biophysical, 488/530 nm, flow cytometry, artefact control, profiling panel | compound fluorescence 488/530 nm; active compounds read high | fluorescence (KMESF) at 10 µM | actives 0.38% (n = 220,000) | AID 1775, 2009; in the data active means fluorescence above about 47; further: inactives centre near 10
HRas wt GTP bind: modulators of GTP binding to HRas wildtype, primary screen, biochemical, bead-based flow cytometry, multiplex | GST-Ras wt beads, Bodipy-FL-GTP binding; actives lie on both sides | GTP binding activity, % at 10 µM | actives 0.14% (n = 190,000);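 active means GTP binding activity at least 20% away from the 100% baseline, either lowered as inhibitor or raised as activator; inconclusive means flagged as likely green fluorescent, judged across all proteins in the well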;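 further: 0% = unlabeled GTP competition control and 100% = no-compound control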
Target sequence (P01112 whole entry, looked up): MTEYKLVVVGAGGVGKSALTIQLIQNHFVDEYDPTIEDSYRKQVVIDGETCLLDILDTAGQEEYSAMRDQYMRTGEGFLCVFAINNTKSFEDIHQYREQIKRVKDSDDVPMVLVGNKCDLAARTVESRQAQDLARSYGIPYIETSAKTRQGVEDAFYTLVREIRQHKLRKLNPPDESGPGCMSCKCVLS
An asterisk follows results filed as active; ? = inconclusive; . = no result given.

Values run as follows: ABCG2 block	Mcl1-Noxa inh	Rab2 wt GTP	Cdc42 wt	Rac1 act GTP bind	ABCB1 inh	Pf gametocyte	Rab7 wt modul	Rac1 wt modul	Avidin bead fluor	HRas wt GTP bind
COc1cccc(C(=O)O/N=C(\N)c2ccncc2)c1OC
 : 3	0	99	101	100	-0.1	0	95	99	13	100
Cc1[nH]n(CCC#N)c(=O)c1CC(=O)N1CCN(c2ccccc2)CC1
 : -3	10	102	101	99	-0.4	.	98	102	7	101
Cc1ccc(NCc2nnc(SCC(=O)Nc3nnc(C)s3)n2C)cc1
 : 1	-12	?	?	?	0.4	-29	?	?	26	?
Cc1ccc(-c2csc(NC(=O)CSc3nc4ccccc4c(=O)n3CCCN(C)C)n2)cc1
 : 4	22	95	95	97	0.5	.	93	98	11	97
CCOC(=O)/C=c1\s/c(=C\c2ccc(C(=O)OC)cc2)c(=O)n1CC(=O)Nc1ccccc1
 : -2	16	99	96	98	-0.7	-2	105	97	20	98
O=C(NC(Nc1ncccn1)C(=O)c1ccccc1)c1ccccc1 (stereo unspecified)
 : 14	9	102	103	99	0.8	.	99	104	32	98
COc1ccc(/C=C(/NC(=O)c2ccc([N+](=O)[O-])cc2)C(=O)NC(C)(C)C)cc1
 : 11	-4	102	99	97	1.5	-30	107	103	5	103
Cc1ccc(C)c(OCCCC(C)(C)C(=O)O)c1
 : -1	3	91	96	88	-0.3	.	101	93	.	94
CCn1c2c(c(=N)c3c1CCC3)CCC2
 : -2	12	100	99	100	-0.2	21	98	100	2	99
CC(NC(=O)COc1ccccc1)C(c1cccs1)N1CCCC1 (stereo unspecified)
 : 1	-12	99	98	96	0.8	4	104	100	10	99
COc1ccc(-c2[nH]ncc2CN(C)Cc2ccccn2)c(OC)c1
 : 1	-33	95	96	92	0.6	-8	97	93	7	95
O=Cc1cc2ccccc2nc1SCc1ccc(Cl)cc1
 : 15	-5	94	97	95	0.9	11	101	104	11	100
CCOc1ccc(NC(=O)NCCN2C(C)CCCC2C)cc1 (stereo unspecified)
 : 2	14	98	100	99	0.9	10	98	103	10	101
Cc1ccccc1NC1=NC2(CCCC2)N=C(N)N1
 : 0	3	101	100	98	0.1	1	105	103	12	100
COC(=O)c1nc(NC(=O)c2ccc(C(C)(C)C)cc2)n[nH]1
 : 3	69*	98	95	94	0.6	-11	104	98	26	98
CCOC(=O)c1ccc(N2C(=O)CC(N3CCC(C(=O)OCC)CC3)C2=O)cc1 (stereo unspecified)
 : 0	3	102	100	99	0.5	.	99	101	13	102
O=C(Nc1nccs1)c1cn(-c2ccccc2)nc1-c1ccccc1
 : 1	13	102	104	100	0.5	1	100	104	5	102
C/C(=C/C(=O)O)C(=O)Nc1cccc(C(F)(F)F)c1
 : 7	5	99	96	93	1.0	-14	103	101	7	98
CCc1n[nH]c(=S)n1/N=C/c1ccc2c(c1)OCO2
 : -4	17	101	100	98	-3.4	-25	98	101	11	100
CCc1noc(C)c1C(=O)Nc1nc(-c2ccc(Cl)cc2Cl)c(C)s1
 : 2	-12	100	101	99	0.6	.	103	107	14	103

Four successive entries from above:
Values run as follows: ABCG2 block	Mcl1-Noxa inh	Rab2 wt GTP	Cdc42 wt	Rac1 act GTP bind	ABCB1 inh	Pf gametocyte	Rab7 wt modul	Rac1 wt modul	Avidin bead fluor	HRas wt GTP bind
O=C(Nc1nccs1)c1cn(-c2ccccc2)nc1-c1ccccc1
 : 1	13	102	104	100	0.5	1	100	104	5	102
C/C(=C/C(=O)O)C(=O)Nc1cccc(C(F)(F)F)c1
 : 7	5	99	96	93	1.0	-14	103	101	7	98
CCc1n[nH]c(=S)n1/N=C/c1ccc2c(c1)OCO2
 : -4	17	101	100	98	-3.4	-25	98	101	11	100
CCc1noc(C)c1C(=O)Nc1nc(-c2ccc(Cl)cc2Cl)c(C)s1
 : 2	-12	100	101	99	0.6	.	103	107	14	103

(next part)
Values run as follows: ABCG2 block	Mcl1-Noxa inh	Rab2 wt GTP	Cdc42 wt	Rac1 act GTP bind	ABCB1 inh	Pf gametocyte	Rab7 wt modul	Rac1 wt modul	Avidin bead fluor	HRas wt GTP bind
Cc1ccc(S(=O)(=O)N[C@@H](Cc2ccccc2)C(=O)CCl)cc1
 : 0	-4	101	92	99	0.0	.	98	106	11	99
CCOc1ccc(Br)cc1/C(C)=N\NC1=NCCN1
 : 3	6	105	107	104	0.5	-8	106	109	12	105
O=C(COC(=O)c1cccc(N2C(=O)c3ccccc3C2=O)c1)Nc1ccccc1
 : 31	-2	99	101	97	1.0	15	100	100	11	98
COc1ccc(Cn2nnc(C(=O)Nc3ccc(F)cc3)c2N)cc1
 : 6	7	98	99	98	1.2	.	98	100	33	99
COc1ccc(S(=O)(=O)n2ccc(-c3ccc(OCCN(C)c4ccccn4)cc3)n2)cc1
 : 6	14	94	96	94	1.9	.	96	97	36	96
CC(C)CN(C(=O)COC(=O)c1cc2c(s1)CCC2)C1CCS(=O)(=O)C1 (stereo unspecified)
 : 2	55*	100	100	99	0.3	-6	99	107	15	100
Cc1ccc2nc(CSc3nnc(Nc4ccccc4F)s3)cc(=O)n2c1
 : 11	35	95	98	98	-2.6	-18	93	101	12	97
COC(=O)CN1C(=O)C2(OCCCO2)c2cc(Br)ccc21
 : 3	15	98	101	99	1.2	.	98	99	5	100
CN(c1cccc(NC(=O)COc2ccccc2)c1)S(C)(=O)=O
 : 5	17	99	99	100	0.6	.	101	102	11	99
O=C(Cc1ccc(-n2c(=S)[nH]c3ccccc3c2=O)cc1)N1CCC(N2CCCCC2)CC1
 : 0	7	101	101	96	-0.1	10	101	99	7	99
COCCCNC(=O)c1cccn2c(=O)c3cc4ccccc4cc3nc12
 : -7	20	98	95	97	2.5	.	99	100	20	97
CCCn1nnnc1NCc1c(Cl)cccc1Cl
 : 1	2	99	100	97	-1.0	-8	96	97	16	97
C=CCSc1nc2sc(C)c(C)c2c(=O)n1CC=C
 : 1	0	97	101	98	-0.2	17	98	104	20	100
COC(=O)C1=C(C)NC(=S)N(C(C)=O)C1c1ccc(OC)c(OC)c1 (stereo unspecified)
 : 0	3	102	100	102	0.4	14	99	104	5	102
COc1ccc(CNC(=O)c2cccc(S(=O)(=O)N3CCN(C)CC3)c2)cc1
 : 0	-1	100	95	96	0.3	.	110	98	12	98
COc1ccc2oc(C)c(C(=O)NN)c2c1
 : .	38	99	102	100	.	13	101	104	6	102
COc1ccc(CNC(=O)NCc2ccc(OC)c(OC)c2)cc1OC
 : 1	22	95	98	92	0.3	.	96	95	64*	95
CCOc1ccc(C2C=C(c3ccc(C)cc3)Nc3nnnn32)cc1 (stereo unspecified)
 : 3	-8	95	90	95	0.3	.	98	88	9	92
COCCNC(=O)/C(C#N)=C/c1ccc(OCc2ccc(F)cc2)cc1
 : 21	4	98	100	97	1.2	1	93	101	10	98
CCOC(=O)N1CCN(c2ncnc3c2oc2nc(C(C)C)c4c(c23)CCC4)CC1
 : 1	14	85	88	86	0.1	.	89	89	9	91
COc1ccc2nc(SCC(=O)NCC(F)(F)F)[nH]c2c1
 : 4	6	99	96	99	0.4	10	108	99	12	99
Cc1ccc(NC(=O)CSCC(=O)Nc2ncc3c(n2)CC(c2ccco2)CC3=O)cc1 (stereo unspecified)
 : 2	28	97	98	96	0.0	12	98	97	5	97
COCCCNC(=O)CN1C(=O)/C(=C\c2ccc(C)cc2)Sc2ccccc21
 : 9	-5	97	100	98	1.1	.	102	100	14	99
CN(NC(=O)C1CC(=O)N(c2ccccc2)C1)C1=NS(=O)(=O)c2ccccc21 (stereo unspecified)
 : -1	8	95	99	95	-0.3	7	98	100	8	96
CCOC(=O)c1c(-c2ccccc2)cn2ccccc12
 : 3	16	98	100	100	0.4	-14	96	100	33	99
c1ccc(Nc2ccccc2Nc2ccccn2)nc1
 : 12	9	100	103	99	0.5	.	102	107	38	101
C/C(=N\NC(=S)NC1CCCCC1)c1ccc(O)cc1
 : 4	21	97	94	95	3.6	2	92	95	9	96
CCOc1ccc(N2C(=O)CC(N(CCc3ccc(OC)cc3)C(=O)/C=C/C(=O)O)C2=O)cc1 (stereo unspecified)
 : 0	9	?	?	?	-0.2	8	?	?	21	?
NC(=O)c1ccsc1NC(=O)COC(=O)Cc1ccsc1
 : 23	28	100	97	97	-0.9	-11	102	99	13	100
Cc1ccc2c(CC(=O)NC3CCCc4ccccc43)coc2c1 (stereo unspecified)
 : 5	20	?	?	?	0.7	.	?	?	19	?
CCCCCOc1ccc(NC(=O)CSc2cccc3cccnc23)cc1
 : -5	2	96	100	98	-1.1	-18	95	101	12	100
Cc1noc(NS(=O)(=O)c2ccc(N/C=C\C(=O)c3cccs3)cc2)c1C
 : -1	36	93	93	92	0.0	-17	95	91	21	94

Four compounds from above, ordered by the number in Rac1 act GTP bind, descending:
structure | Rac1 act GTP bind
CCOC(=O)c1c(-c2ccccc2)cn2ccccc12 | 100
c1ccc(Nc2ccccc2Nc2ccccn2)nc1 | 99
CCCCCOc1ccc(NC(=O)CSc2cccc3cccnc23)cc1 | 98
CN(NC(=O)C1CC(=O)N(c2ccccc2)C1)C1=NS(=O)(=O)c2ccccc21 (stereo unspecified) | 95
